Bioassay records: PubChem, National Center for Advancing Translational Sciences (NCATS)
GALK inhibitor: inhibitors of human galactokinase | Purified GALK, Kinase-Glo residual ATP luminescence | Potency, µM (series often up to 57.5 µM), for the others: at the highest dose activity change, negative = inhibition, hits mostly inhibitors | 0.007% of 270,000 active | AID 1868; note: potency is the fitted concentration of half-maximal effect
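The enzyme phosphorylates galactose (100 uM) using ATP (35 uM); inhibition is detected as higher residual ATP, quantified by bioluminescence after 1 h reaction at room temperature, pH 8.0.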
USP2a block: USP2a (human) protease inhibition. O75604. USP2 core, Ub-CHOP2 coupled fluorogenic reporter, 485/531. Potency, µM (top dose mostly 38.3 µM), without a hit: at the top dose activity change, negative = inhibition, most hits filed as inhibitors. 0.01% of 330,000 active. AID 463254;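 note: potency is the fitted concentration of half-maximal effect; plate controls were DMSO wells for no effect and full inhibition by NEM control for full effect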
Target sequence (O75604 whole entry, looked up): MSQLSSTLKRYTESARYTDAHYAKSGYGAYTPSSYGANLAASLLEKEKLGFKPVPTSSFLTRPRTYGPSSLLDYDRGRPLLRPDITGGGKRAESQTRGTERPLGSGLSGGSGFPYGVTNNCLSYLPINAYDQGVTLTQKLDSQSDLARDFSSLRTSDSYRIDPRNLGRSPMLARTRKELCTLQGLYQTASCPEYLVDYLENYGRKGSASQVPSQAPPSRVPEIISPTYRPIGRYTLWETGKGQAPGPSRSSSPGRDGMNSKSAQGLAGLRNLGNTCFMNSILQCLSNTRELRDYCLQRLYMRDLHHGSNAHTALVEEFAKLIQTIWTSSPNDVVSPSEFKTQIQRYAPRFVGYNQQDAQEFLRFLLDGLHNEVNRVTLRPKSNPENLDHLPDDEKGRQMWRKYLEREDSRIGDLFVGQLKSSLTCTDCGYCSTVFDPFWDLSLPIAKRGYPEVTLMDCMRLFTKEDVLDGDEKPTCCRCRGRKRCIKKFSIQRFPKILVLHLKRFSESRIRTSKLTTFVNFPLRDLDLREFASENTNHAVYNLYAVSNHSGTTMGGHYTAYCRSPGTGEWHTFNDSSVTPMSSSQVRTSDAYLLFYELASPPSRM
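USP2 core (10nM final) preincubated 30min RT with compound in 20mM Tris-HCl pH 8.0, 2mM CaCl2, 2mM beta-mercaptoethanol, 0.05% CHAPS; 25nM Ub-CHOP2 plus 25nM reporter substrate added, fluorescence (Ex485/Em531) read after 60min.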
B2AR arrestin: beta2AR (human) beta-arrestin recruitment activity | P07550 | beta-arrestin recruitment to beta2AR, cell-based reporter | Potency, µM (titrated, usually from 46.1 µM), without a hit: top-dose activation, actives largely listed as activators | 0.02% of 330,000 active | AID 492947;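 note: potency is the fitted concentration of half-maximal effect; 0% = DMSO controls and full agonism = EC100 isoproterenol or metaproterenol; nearly all actives have a fitted effect of over 65% in size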
Eya2 phos inh: blocks the phosphatase activity of human Eya2. AID 488837. recombinant Eya2, OMFP fluorescence dephosphorylation (OMFP is methylfluorescein phosphate). Potency, µM (doses to about 76.9 µM), without a hit: top-dose activity, negative = inhibition, usual class: inhibitors. 0.006% of 330,000 active; note: potency is the fitted concentration of half-maximal effect
Target sequence (O00167 whole entry, looked up): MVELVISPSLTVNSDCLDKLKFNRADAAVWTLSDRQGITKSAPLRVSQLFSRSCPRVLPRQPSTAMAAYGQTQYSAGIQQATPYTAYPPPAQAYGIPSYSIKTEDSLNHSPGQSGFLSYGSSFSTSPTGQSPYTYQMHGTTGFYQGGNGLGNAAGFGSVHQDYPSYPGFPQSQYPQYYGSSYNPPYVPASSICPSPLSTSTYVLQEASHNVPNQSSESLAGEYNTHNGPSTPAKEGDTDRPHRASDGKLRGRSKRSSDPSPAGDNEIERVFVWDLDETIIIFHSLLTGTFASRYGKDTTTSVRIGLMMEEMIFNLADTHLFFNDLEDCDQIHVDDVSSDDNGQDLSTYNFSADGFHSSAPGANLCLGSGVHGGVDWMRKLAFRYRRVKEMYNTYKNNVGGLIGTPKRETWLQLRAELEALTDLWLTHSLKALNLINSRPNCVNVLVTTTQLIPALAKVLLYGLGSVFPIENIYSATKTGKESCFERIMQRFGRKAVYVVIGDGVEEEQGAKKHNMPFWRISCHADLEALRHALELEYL
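Eya2 protein (added as 0.2 uM solution) was preincubated with compound for 10 min at ambient temperature in 50 mM HEPES pH 7.5, 50 mM NaCl, 5 uM MgCl2, 0.05% BSA, 1 mM DTT. OMFP (added at 50 uM) then reacted 10 min; fluorescence read at 485/525 nm.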
uPA surface inh: cell surface uPA generation inhibition. cell surface uPA generation assay, qHTS. Potency, µM (top dose mostly 38.3 µM), for the others: at the top dose activity change, negative = inhibition, actives largely listed as inhibitors. 0.31% of 330,000 active. AID 540303; active = well fitted inhibition curve with a large enough effect; inconclusive = small, poorly fitted or top-dose-only effect; inactive = no such curve, though single readings can be large or run the other way; tested in mouse RAW 264.7 cells; note: potency is the fitted concentration of half-maximal effect; nearly all actives have a fitted effect of over 55% in size
hERG WT inh: KCNH2 (human, wildtype) channel inhibition; activity change, % at 1.84 µM; Q12809; U2OS, BacMam KCNH2, thallium flux FluxOr; stronger effect = lower value; AID 720551; 0.37% of 340,000 active;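 active = maximum activity change below -70%; inconclusive = maximum activity change between -70% and -50%; inactive = maximum activity change above -50%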
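U2OS cells were transduced with wild-type KCNH2 virus (2.03 x 10^8 / mL) for 4 h at room temperature, then cultured overnight at 37 C. Thallium flux was read with FluxOr dye. Rate constants were normalized to DMSO controls.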
Giardia kill: kills Giardia lamblia. Giardia lamblia trophozoite viability. activity change, % at 7.66 µM, hits read low. 0.15% of 340,000 active. AID 540267; in the data active = activity change below about -80%; inconclusive = between about -30% and that limit;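 note: parasites exposed to compound for two days anaerobically before the ATP read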
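Each well holds 100 Giardia trophozoites and compound. After two days (48 hrs) at 37 deg C in anaerobic conditions, ATP is quantified by luminescence.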
Chronic BCR inh: chronic active BCR signaling inhibition. AID 493014. 0.05% of 340,000 active. Potency, µM (series often up to 46.1 µM), without a hit: at the top dose ratio change, negative = lower green/red ratio, actives largely listed as inhibitors. ABC-DLBCL IkBa-CBG/CBR reporter, luminescence ratio, 4 h; active = well fitted inhibition curve with a large enough effect in the signal ratio, with a control signal flat, not every such curve was filed as active; inconclusive = small, poorly fitted or top-dose-only effect, or effect the other way, or a change in a side signal; the % refers to the signal ratio;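 note: potency is the fitted concentration of half-maximal effect; plate controls were basal doxycycline-induced cells for no effect and cells given 10 µM MG132 for full effect; MG132 reads +100%, hits lower the ratio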
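Doxycycline induced both beetle luciferases in TMD8 lymphoma cells; IKK-driven degradation limits the IkappaBalpha-fused green signal, while red luminescence normalises for cell number and nonspecific effects. Compounds tested up to 46 uM, 4 hrs.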
Coupling enz: counter-screen for Giardia aldolase inhibitors: coupling enzyme system. activity change, negative = inhibition, % at 58.2 µM, hits read low. AID 2472. coupling enzyme system counterscreen, AmpLite Red fluorescence. 0.67% of 290,000 active; in the data active = activity change below about -30%
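Compounds tested against the coupling enzymes alone at 57.5 uM final; readout was AmpLite Red fluorescence (525/598 nm) after 20 min at RT.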
PKM2 activator: PKM2 (human) enzyme activation | Potency, µM (series often up to 57.5 µM), for inactives: top-dose activation, most hits filed as activators | AID 1631 | 0.34% of 260,000 active | purified PKM2, Kinase-Glo ATP luminescence, activation; response scale: 0% is enzyme alone, no compound; note: potency is the fitted concentration of half-maximal effect; nearly all actives have a fitted effect of over 55% in size
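Purified hPK-M2 (>95% pure) converted ADP (0.1 mM final) to ATP with 0.5 mM PEP in 50 mM imidazole pH7.2, KCl, MgCl2, Tween 20, BSA; 1 h at room temperature. ATP detected by Kinase-Glo luminescence.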
KCNH2 3.1 inh: inhibitors of human KCNH2 3.1 potassium channel isoform | U2OS KCNH2 3.1, thallium flux FluxOr; stronger effect = lower value | activity change, % (tested at about 1.8 µM) | 0.95% of 340,000 active | AID 720553;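 active = maximum activity change below -70%; inconclusive = maximum activity change from -70% to -50%; inactive = maximum activity change above -50%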;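 note: thallium influx rate constant from kinetic fluorescence after stimulation buffer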
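Channel expression came from 3.1 mutant virus (1.77 x 10^8 /mL) applied to suspended U2OS cells for 4 h. Flux was tracked with FluxOr dye plus Red40 quencher, and kinetic rate constants normalized to controls.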
An asterisk follows results filed as active; ? = inconclusive; nt = not tested or not shown; [ ] = dose if it differs, or a comment. Unless noted, calls come from the whole dose curve; as a rule, active = well fitted curve in the direction sought with a large enough effect; inconclusive = small, poorly fitted or top-dose-only effect, or another doubt; inactive = no such curve, though single readings can be large; an effect the other way counts as inactive or inconclusive. Unless noted, % is set by controls: 0 for no effect and ±100 for the full control effect.

# | canonical_smiles | GALK inhibitor | USP2a block | B2AR arrestin | Eya2 phos inh | uPA surface inh | hERG WT inh | Giardia kill | Chronic BCR inh | Coupling enz | PKM2 activator | KCNH2 3.1 inh
1 | C#CC(=O)N(c1ccc(OC)cc1OC)C(C(=O)NC1CCCC1)c1cccs1 (stereo unspecified) | 1% | 0% | 0.6% | 11% | -13% | -3 | 46[activator] | ? | 2 | -1% | -13
2 | O=C(c1cccc(Br)c1)N1CCN(S(=O)(=O)N2CCCCCC2)CC1 | 2% | 3% | 0.1% | 9% | 3% | 3 | 13 | 0% | 8 | 2% | -3
3 | CCOC(=O)/C=C/C(=O)Nc1ccc(-c2nnc3n2CCCCC3)cc1 | -1% | -1% | -0.3% | 9% | -13% | 2 | 4 | ? | 0 | nt | -5
4 | CCOc1ccc(NC(=O)NCC2CCN(Cc3ccc(F)cc3)CC2)cc1 | 0% | 1% | -0.7% | -19% | -2% | 62 | -3 | 0% | 2 | nt | -45
5 | CCCc1cc(=O)oc2cc(C)cc(OC(C)C(=O)NCc3cccnc3)c12 (stereo unspecified) | -2% | 0% | 0.1% | 18% | -16% | -5 | 11 | 0% | 8 | 0% | -6
6 | CCCc1cc(=O)oc2c3c(c(Cl)cc12)OCN(CCCO)C3 | nt | -2% | 0.2% | 3% | nt | nt | nt | ? | -3 | nt | nt
7 | COC(=O)Nc1ccc(S(=O)(=O)N2CCCCCC2)cc1 | -7% | -5% | 0.1% | -17% | nt | -11 | 0 | 2% | 1 | 0% | -2
8 | Cc1cccc(NC(=O)COc2ccccc2C(=O)NC(C)c2ccccc2)c1 (stereo unspecified) | -3% | 2% | 0.1% | 2% | -4% | 7 | -3 | ? | nt | -1% | 3
9 | Cc1ccc(C(C)(C)NC(=O)C2CCC(=O)N(Cc3ccccc3F)C2)cc1 (stereo unspecified) | -3% | -1% | -0.5% | 3% | 9% | 23 | 10 | 0% | nt | -3% | 16
10 | CCN(CC)S(=O)(=O)N1CCC(C(=O)NCCN2CCOCC2)CC1 | -1% | 1% | 0.5% | 17% | nt | -18 | 1 | 4% | -10 | -3% | 0
11 | COc1cccc(C(=O)c2ncc(C(F)(F)F)cc2Cl)c1 | 0% | -1% | -0.2% | 8% | -2% | -7 | 6 | -1% | -6 | 0% | -20
12 | Cc1cc(OCCCC(=O)NCCc2nnc3ccccn23)ccc1Cl | nt | 4% | 0.0% | 2% | -13% | 9 | 31[activator] | 2% | nt | nt | 30
13 | Clc1cccc(Cl)c1/C=N/Nc1c(Cl)cncc1Cl | 0% | 0% | 0.2% | -1% | -15% | -6 | 7 | -25% | 0 | 2% | -4
14 | c1ccc(Nc2nc(Nc3ccccc3)nc(N3CCNCC3)n2)cc1 | 0% | -1% | -0.7% | 0% | -1% | 9 | -4 | -2% | 0 | 4%[11.5 µM] | -24
15 | COc1ccc(NC(=S)NNC(=O)Cn2nc([N+](=O)[O-])cc2C)cc1 | 2% | -2% | -0.2% | -1% | nt | -8 | -10 | ? | 1 | 10% | -2
16 | CCOC(=O)c1csc(-c2ccc([N+](=O)[O-])cc2)n1 | 8% | -1% | 0.2% | 8% | 3% | 0 | 10 | 0% | -3 | -12% | 3
17 | O=C(O)c1ccccc1NS(=O)(=O)c1ccc(NN=Cc2cccc(Cl)c2)c([N+](=O)[O-])c1 | nt | 2% | 0.4% | -22% | 6% | 3 | 1 | ? | nt | nt | -8
18 | COc1ccc(NC(=O)c2sc(Cl)nc2-c2ccccc2)cc1 | 1% | 1% | 0.3% | -2% | -5% | -19 | 1 | 0% | 0 | -5% | -1
19 | CC(C)=N/N=C1/NC(=O)C(CC(=O)Nc2cc(Cl)ccc2C)S1 (stereo unspecified) | 2% | -1% | -0.2% | 13% | 1% | -5 | -3 | 0% | 2 | 2% | -5
20 | COc1ccc(OC)c(/C=C/C(=O)OCC(=O)Nc2cccc(Oc3ccccc3)c2)c1 | 1% | 1% | -0.4% | -3% | 2% | 3 | 5 | -18% | 2 | -1% | -18
21 | Cc1ccc(Nc2nc(-c3c(C)nc4ncccn34)cs2)cc1 | 1% | -1% | 0.1% | -9% | -11% | -3 | -26 | ? | 0 | -4% | -14
22 | CCC1CCCCN1C(=S)Nc1ccc(SC(F)F)cc1 (stereo unspecified) | 0% | 0% | -0.4% | 1% | 2% | -3 | -5 | 11% | 2 | 0% | 15
23 | Cc1c(CCC(=O)NCCCN2CCCC2=O)c(=O)oc2cc(O)ccc12 | nt | 1% | -0.8% | 4% | 7% | -7 | 15 | -28% | 1 | -3% | -34
24 | Cc1cccc2c(=O)c(C(=O)NCCCN3CCOCC3)c[nH]c12 | -3% | 1% | -0.8% | 7% | -1% | 3 | -29 | 2% | -2 | -3% | 21
25 | CC(=O)COc1cc(C)cc2oc(=O)cc(-c3ccccc3)c12 | 1% | 0% | -0.3% | 11% | 6% | -12 | ? | -2% | 4 | -1% | 4

More entries:
# | canonical_smiles | GALK inhibitor | USP2a block | B2AR arrestin | Eya2 phos inh | uPA surface inh | hERG WT inh | Giardia kill | Chronic BCR inh | Coupling enz | PKM2 activator | KCNH2 3.1 inh
26 | COc1ccc(-c2cccc(NC(=O)c3ccco3)c2)nn1 | nt | 2% | 0.1% | 4% | 4% | -12 | -26 | 9% | nt | nt | 19
27 | Cc1ccc(C)c(N(CC(=O)N2CCCCCC2)S(C)(=O)=O)c1 | -6% | 0% | -1.0% | -19% | 6% | 9 | 0 | -1% | 3 | -1% | -1
28 | CCc1nnc(NS(=O)(=O)c2ccc(N)cc2)s1 | nt | 2% | -0.1% | -4% | 1% | -1 | -11 | -12% | 0 | -2% | -21
29 | OC(COc1ccc(-c2ccccc2)cc1)CN1CCOCC1 (stereo unspecified) | 7% | 0% | 0.2% | 8% | nt | nt | nt | 2% | -1 | ? | nt
30 | C=CCNc1nc(C(=O)OCC(=O)c2ccc(OC)cc2OC)cs1 | nt | -1% | 0.1% | -3% | 0% | 1 | 4 | -1% | nt | nt | 2
31 | Cn1c(CC(=O)Nc2ccc(F)cc2)c(Sc2ccccc2)c2ccccc21 | -2% | 0% | -0.4% | -12% | 10% | 12 | 6 | ? | -2 | -2% | -15
32 | COc1ccc(C2C(C(N)=O)=C(C)Nc3nc(-c4ccccc4OC)nn32)cc1OC (stereo unspecified) | 2% | 1% | -0.8% | 6% | 1% | -21 | 3 | ? | 3 | 1% | 3
33 | COc1ccccc1OCCCOc1ccc(C)cc1Br | nt | 1% | -0.1% | -18% | 3% | 2 | 13 | 1% | 0 | 7% | -7
34 | COc1ccc(OC)c(NC(=O)CSc2ccccc2)c1 | -2% | 2% | -0.1% | -1% | -2% | 1 | 3 | 15% | 0 | -6% | -2
35 | Cc1nc2ccccn2c1C(=O)/C=C/c1ccc(F)cc1 | 0% | 12% | -0.8% | -11% | -13% | 0 | 2 | 7% | 0 | 2% | 7
36 | CC(C)[C@@H]1N[C@]2(C(=O)Nc3ccccc32)[C@@H]2C(=O)N(c3cccc(C(F)(F)F)c3)C(=O)[C@@H]21 | -1% | 1% | 0.3% | 5% | 1% | -3 | 2 | 6% | 0 | 3% | 12
37 | CCOc1cc(Cl)c(NC(=O)CC)cc1OCC | nt | 1% | -0.3% | 7% | 0% | -1 | -8 | 0% | -2 | -6% | 0
38 | CC(C)N1CC(O)=C(c2nc3ccccc3c(=O)[nH]2)C1=N | 0% | 0% | 0.1% | -4% | 1% | -8 | 0 | -7% | 0 | -4% | 12
39 | COC(=O)c1ccc([N+](=O)[O-])c(CS(=O)(=O)c2ccc(Cl)cc2)c1 | nt | -1% | 0.6% | 0% | -3% | 1 | -12 | 0% | 1 | nt | 18
40 | CCn1c2ccccc2c2cc(NC(=O)CN3CCCC3)ccc21 | 13% | 0% | 0.3% | -2% | -1% | -3 | 13 | -3% | 1 | 2% | 13
41 | OC1(c2ccc3c(c2)OCO3)CCN(Cc2ccc(F)cc2)CC1 | 0% | -2% | 2.8% | -5% | 2% | 3 | -20 | -5% | 2 | 6% | -5
42 | COCC1CCCN(Cc2nc(-c3ccc4c(c3)OCO4)no2)C1 (stereo unspecified) | 1% | 3% | 1.0% | 6% | -2% | -8 | 0 | -19% | 0 | -4% | 5
43 | COc1ccc(NS(=O)(=O)c2cccc(C(=O)N3CCN(c4ccccc4O)CC3)c2)cc1 | nt | -1% | -0.2% | -4% | -4% | -26 | 0 | -7% | nt | nt | 4
44 | Oc1ccc(-c2n[nH]c(C(F)(F)F)c2-c2ccccc2)c(O)c1 | -3% | 1% | -1.1% | 3% | 3% | 0 | 28 | ? | -2 | 1% | 3
45 | Cc1cccc(C)c1NC(=O)C1(N(C(=O)c2ccccn2)c2ccc(O)cc2)CCCCC1 | 1% | 0% | 0.5% | 8% | 0% | -4 | 14 | -5% | 5 | -3% | -10
46 | COc1cccc2cccc(/C=N/n3cnnc3)c12 | -2% | 1% | 0.0% | 3% | 10% | nt | -8 | 1% | -4 | -1% | -1
47 | O=C(CSc1ncn[nH]1)Nc1ncc(C(F)(F)F)cc1Cl | 10% | -3% | 0.2% | 7% | -3% | 6 | 12 | 0% | 1 | -3% | -24
